# DDE Tn7 FP inh: inhibitors of Tn7 peptide binding to fibrin DD(E), primary screen, biochemical, fluorescence polarization, human fibrin, Tn7 probe | 370,000 compounds, 0.13% hits | inhibition, % at 8.3 µM | FP displacement of FITC-Tn7 peptide from fibrin DD(E); 0% = median of compound wells per plate | AID 720508, 2013;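 active = inhibition above the mean of compounds falling within the control limits plus 3 SD of them, cut at about 14% in these data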;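 also: 0% = plate median of compound wells and 100% = 10 µM Aha-Tn7 peptide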
#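 system = human fibrin DD(E) protein | quantity = DD(E) 2 µM final | medium = Tris/NaCl/CaCl2 buffer, pH 7.8 | also added = labelled Tn7 tracer, 0.1 µM | compound dosing = single point at 8.3 µM | timing = compound with protein 10 min, then 3 h after probe, room temperature | signal = FP measurement | benchmarks = Aha-Tn7 high control | repeats = one replicate per compound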
# KLK7 zymogen act: proKLK7 zymogen activators, primary screen, biochemical, fluorescence intensity | Kallikrein-7 (Homo sapiens), P49862 | purified proKLK7, EDANS-DABCYL substrate fluorescence; 100% is mature enzyme control, 0% vehicle | activation, % at 7 µM | 370,000 compounds, 0.9% hits | AID 652039, 2013;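 active = activation above the mean of all tested compounds plus 3 SD, computed per campaign excluding outliers beyond control limits, cut at about 13% in these data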
# Target sequence (P49862 whole entry, looked up): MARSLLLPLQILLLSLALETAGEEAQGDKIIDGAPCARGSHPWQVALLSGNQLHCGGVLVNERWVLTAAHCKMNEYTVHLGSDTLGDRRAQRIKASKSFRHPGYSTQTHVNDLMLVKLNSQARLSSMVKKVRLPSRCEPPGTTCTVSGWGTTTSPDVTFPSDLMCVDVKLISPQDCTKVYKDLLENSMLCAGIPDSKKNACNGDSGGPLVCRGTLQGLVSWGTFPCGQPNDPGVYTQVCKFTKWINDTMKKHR
# PLCg1 inh: PLC-gamma1 enzyme inhibitors, primary screen, biochemical, fluorescence, purified enzyme | inhibition, % at 12.2 µM | fluorogenic substrate | 370,000 compounds, 0.84% hits | AID 720700, 2013; in the data active = inhibition above about 9.5%
# ASAP1 GAP inh: inhibitors of human ASAP1 ArfGAP activity, primary screen, biochemical, fluorescence polarization; Arf-GAP with SH3 domain, ANK repeat and PH domain-containing protein 1 (Homo sapiens), …; 360,000 compounds, 0.19% hits; inhibition, % at 16.5 µM; ASAP1-stimulated ARF1 GTP hydrolysis, GDP FP detection; in the data active = inhibition above about 25%;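 also: 0% = vehicle with enzyme and substrate and 100% = no enzyme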
# PLC-beta3 inh: human PLC-beta3 inhibitors, primary screen, biochemical, fluorescence | 1-phosphatidylinositol 4,5-bisphosphate phosphodiesterase beta-3 (Homo sapiens), Q01970 | 370,000 compounds, 0.18% hits | inhibition, % at 12.2 µM | Purified PLC-beta3, fluorogenic substrate; in the data active = inhibition above about 11%;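 also: 0% = median of compound wells on plate and 100% = full blocker control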
# sPLA2-III inh: human group III sPLA2 inhibitors, primary screen, biochemical, QFRET, BODIPY PC-A2 liposome substrate. Group 3 secretory phospholipase A2 (Homo sapiens), Q9NZ20. QFRET BODIPY PC-A2 liposome hydrolysis, fluorescence. inhibition, % at 12.2 µM. 370,000 compounds, 0.56% hits;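 active = inhibition above mean plus 3 SD of compounds lying within the high and low control bounds, cut at about 19% in these data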;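 also: 0% = median of test compound wells and 100% = no enzyme DMSO wells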
# Target sequence (Q9NZ20 whole entry, looked up): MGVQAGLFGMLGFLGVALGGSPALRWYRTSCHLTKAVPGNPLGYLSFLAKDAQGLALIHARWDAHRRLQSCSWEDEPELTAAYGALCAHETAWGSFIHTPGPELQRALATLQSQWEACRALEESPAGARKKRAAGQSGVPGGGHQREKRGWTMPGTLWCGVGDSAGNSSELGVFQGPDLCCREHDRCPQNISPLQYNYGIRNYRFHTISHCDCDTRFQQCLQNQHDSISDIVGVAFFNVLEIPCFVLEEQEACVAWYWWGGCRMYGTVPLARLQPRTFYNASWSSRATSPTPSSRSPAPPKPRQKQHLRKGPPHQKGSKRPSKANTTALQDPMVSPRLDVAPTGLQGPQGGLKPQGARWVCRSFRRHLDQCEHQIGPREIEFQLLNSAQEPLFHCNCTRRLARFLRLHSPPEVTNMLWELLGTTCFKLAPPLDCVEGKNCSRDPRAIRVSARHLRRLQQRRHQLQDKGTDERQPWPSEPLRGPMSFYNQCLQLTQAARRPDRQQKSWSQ
# DDE Tn6 FP inh: inhibitors of Tn6 peptide binding to fibrin DD(E), primary screen, biochemical, fluorescence polarization, human fibrin, Tn6 probe | Fibrinogen beta chain (Homo sapiens), P02675 | Fibrin DD(E) TRITC-Tn6 fluorescence polarization displacement | inhibition, % at 8.3 µM | 370,000 compounds, 0.21% hits;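 active = inhibition above a per-campaign cutoff: mean of compounds within control limits plus 3 SD, cut at about 15% in these data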;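 also: 0% = median of all compound wells on the plate and 100% = blocking peptide control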
# Rev-erbA mod: modulators of Rev-erb alpha DNA binding, primary screen, biochemical, FITC-DNA, fluorescence polarization, uHTS. Nuclear receptor subfamily 1 group D member 1 (Homo sapiens), P20393. AID 1259318, 2017. 370,000 compounds, 0.79% hits. Rev-erbα–FITC-DNA binding, 90 min. activity, % at 10 µM;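 active = activity above about 14%, limit read from the data; passing the limit was not always enough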;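 also: 0% = DMSO wells with 35 nM protein and 100% = DMSO wells with 750 nM protein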
# ARFGAP1 inhibitor: inhibitors of rat ARFGAP1 GAP activity, primary screen, biochemical, fluorescence polarization, GDP tracer. ADP-ribosylation factor GTPase-activating protein 1 (Rattus norvegicus), Q62848. Arfgap1-stimulated ARF1 GTP hydrolysis, GDP FP detection. inhibition, % at 16.5 µM. 360,000 compounds, 0.26% hits;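 active = inhibition above a per-plate limit, mean inhibition of low control wells plus 3 SD, cut at about 25% in these data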;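 also: 0% = DMSO wells with enzyme and 100% = wells lacking Arfgap1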
# Target sequence (Q62848 1-136 limits assumed): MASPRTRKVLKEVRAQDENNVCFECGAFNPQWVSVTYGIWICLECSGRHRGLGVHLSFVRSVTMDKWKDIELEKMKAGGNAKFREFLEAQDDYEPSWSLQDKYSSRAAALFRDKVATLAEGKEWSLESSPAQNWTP
#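 System: truncated rat Arfgap1 GAP domain / Medium: HEPES-based buffer, pH 7.5 / Also added: N-terminally truncated human ARF1-GTP substrate / Incubation: enzyme reaction 120 min at 25 °C after 20 min preincubation / Measured by: FP of antibody-bound GDP Alexa 633 tracer, ex 620/em 688 nm / Replicates: singlicate, each compound tested once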
# UHRF1 binding: UHRF1 methylated DNA binding inhibitors, primary screen, counter-screen for MBD2 inhibitor project, biochemical, TR-FRET, human UHRF1, single concentration; E3 ubiquitin-protein ligase UHRF1 (Homo sapiens), Q96T88; UHRF1 binding to methylated oligo; inhibition, % at 4.4 µM; 370,000 compounds, 0.75% hits; in the data active = inhibition above about 21%;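 also: UHRF1 SRA domain binding a hemimethylated CpG hairpin DNA probe; 0% = median of test compound wells and 100% = reference inhibitor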
# Active calls of the source: *; i = inactive; nt = not tested or not shown.
SMILES,DDE Tn7 FP inh,KLK7 zymogen act,PLCg1 inh,ASAP1 GAP inh,PLC-beta3 inh,sPLA2-III inh,DDE Tn6 FP inh,Rev-erbA mod,ARFGAP1 inhibitor,UHRF1 binding
COC(=O)[C@]12C[C@H](CC(=O)NCc3cccc(C(F)(F)F)c3)C(=O)N(Cc3cccc4ccccc34)C1=C[C@H](C1CCCC1)O[C@@H]2C,6,-0.5,0,nt,3,-1,-7,2,nt,1
COc1cc(CCC(=O)OCC(=O)Nc2cc(S(=O)(=O)N3CCOCC3)ccc2Cl)cc(OC)c1OC,-6,-0.2,2,-7,0,-5,-3,-3,10,1
CC(NC(=O)c1ccc(C23CC4CC(CC(C4)C2)C3)cc1)C(=O)O (configuration not stated),-1,-0.5,0,-2,-1,-2,-4,-1,-7,4
O=C(COC(=O)COc1ccc(Cl)cc1Br)NCCC1=CCCCC1,-1,0.0,-3,0,-13,3,-3,-4,6,-1
O=S(=O)(c1cccc(-c2nnc(-c3cccnc3)o2)c1)N1CCCCC1,-8,0.1,-2,3,0,-2,-6,-9,4,2
CN1CCN(/C=C2\SC(=S)NC2=O)CC1,-3,0.3,0,-2,1,3,-6,-1,4,-2
COc1ccccc1N1CCN(C(=O)c2cccc(S(=O)(=O)N3c4ccccc4CC3C)c2)CC1 (configuration not stated),8,1.1,2,12,-5,-6,-5,0,-6,2
O=C1[C@@H]2CSCN2C(=O)CN1CCc1cccc(F)c1,5,0.0,0,-1,1,6,5,-4,5,0
COc1cc(Cl)c(C)cc1NC(=O)c1ccccc1NC(=O)CN1CCOCC1,5,-0.3,1,-1,-5,5,2,2,-16,-2
Cc1ccc(C(=O)Nc2nc3nc(-c4ccccc4)cc(=O)n3[nH]2)cc1,2,-0.4,3,5,-2,-1,-7,7,1,-1
COc1ccccc1C(=O)NCc1n[nH]c(=S)n1Cc1ccccc1,0,-0.1,-2,9,-1,6,-1,6,9,44*
O=C(NC1CCCCCC1)c1ccc(CS(=O)(=O)Cc2ccc(F)cc2)o1,5,0.7,0,-5,0,0,-2,-3,9,13
O=C(NCCc1ccc2c(c1)OCO2)Oc1ccccc1,-1,0.3,0,6,0,9,1,-1,18,0
COc1ccc(CN2C(=O)c3cccc4cccc(c34)C2c2nc3ccccc3[nH]2)cc1 (configuration not stated),7,-1.0,-13,-8,-23,-10,-3,3,-3,0
O=C(COC(=O)CCC(=O)c1cccs1)NCCc1ccccc1,2,0.0,-1,2,-1,11,0,-1,9,2
CCN(CC)CCCNC(=O)Cn1ccc2ccccc2c1=O,2,-0.2,-3,-1,-8,4,2,-1,-6,3
CCc1noc(C)c1C(=O)OCC(=O)NC(=O)c1ccccc1OC,-4,0.3,2,-14,-8,3,10,2,-16,-1
O=C(N/N=C/c1cccnc1)c1cccc(S(=O)(=O)N2CCCC2)c1,-6,0.1,0,-4,4,-1,4,-4,-7,0
CCCCNCCOCCOc1ccc(F)cc1,-5,-0.5,2,5,2,8,-3,1,3,1
CN(C)c1nc(OCCNC(=O)Nc2ccc(Cl)cc2)nc(N(C)C)n1,-1,-0.5,-1,1,-8,-6,3,7,-6,-2

# Reprinted from the part before: two compounds, then new ones.
SMILES,DDE Tn7 FP inh,KLK7 zymogen act,PLCg1 inh,ASAP1 GAP inh,PLC-beta3 inh,sPLA2-III inh,DDE Tn6 FP inh,Rev-erbA mod,ARFGAP1 inhibitor,UHRF1 binding
CCCCNCCOCCOc1ccc(F)cc1,-5,-0.5,2,5,2,8,-3,1,3,1
CN(C)c1nc(OCCNC(=O)Nc2ccc(Cl)cc2)nc(N(C)C)n1,-1,-0.5,-1,1,-8,-6,3,7,-6,-2
Cc1ccc(SCC(=O)OCC(=O)N(C)CC(=O)Nc2ccc(F)cc2)cc1C,-1,0.4,-2,5,-4,-24,5,7,1,-2
O=C(NNC(=O)c1ccccc1F)c1cccc(S(=O)(=O)N2CCc3ccccc32)c1,3,0.5,3,3,-13,-31,-1,11,6,-2
O=C(c1ccc2c(c1)N(Cc1cccc(Cl)c1)C(=O)c1ccccc1S2(=O)=O)N1CCN(c2ccccn2)CC1,-4,-0.5,4,5,-5,-9,-6,-3,4,2
CCCN1Cc2cccc(C(=O)NC3CCCC3)c2C1=O,-2,-0.6,1,-9,3,5,7,-3,-1,0
CC(C)Cc1nnc(NC(=O)CN2C(=O)C3CCCCC3C2=O)s1 (configuration not stated),-1,0.1,-1,2,-8,5,0,1,6,1
Cc1ccc(-c2csc(-c3c[nH]c4ccccc34)n2)c(C)c1,0,-1.1,-2,20,-3,-24,-5,5,23,-1
CCn1c(=NC(=O)c2cccc(N3C(=O)CCC3=O)c2)sc2c(C)ccc(OC)c21,2,-4.6,-59,6,-97,7,7,6,-3,2
COc1ccc(NC(=O)CN(c2ccc(C)cc2)S(=O)(=O)c2c(C)nn(C)c2C)cc1,-1,-0.2,-2,-4,-5,-2,-3,-1,3,-2
CCN(c1ccccc1)S(=O)(=O)c1cc(NC(=O)CSc2n[nH]c(=O)[nH]c2=O)ccc1Cl,-7,0.0,2,-3,-8,-11,8,-1,-3,3
COCCN1Cc2cccc(C(=O)NC(C)c3cccs3)c2C1=O (configuration not stated),3,-0.3,-3,-18,1,1,0,1,-9,8
CCNC(=O)c1cc2c(c(-c3cccc(-c4cc5ccccc5o4)c3)n1)[C@H](CCO)N(C(=O)NC(C)C)C2,11,-1.0,-5,8,-11,-23,4,3,5,-1
CC1CCC(N2CCN(S(C)(=O)=O)CC2)CC1 (configuration not stated),3,-0.6,7,-15,2,-3,13,-7,0,1
Cc1ccc2[nH]cc(CCNC(=O)/C=C/c3ccco3)c2c1,-6,0.9,-4,9,-16,-47,-1,-2,-2,2
O=C(N[C@@H](Cc1cccnc1)C(=O)N1CCC[C@H]1C(=O)NCCc1ccccc1Cl)c1cccs1,-5,-0.3,0,-3,0,1,-9,-1,2,0
Cc1ccccc1C(=O)NCc1nnc(SCC(=O)N2c3ccccc3Sc3ccccc32)n1C,-2,0.4,2,-2,1,-10,-3,0,6,-2
Cc1ccc(C(=O)Nc2nc(-c3cc(Cl)sc3Cl)cs2)cc1,7,0.7,-1,-6,-2,1,-7,2,2,23*
O=C1SC(c2ccccc2)=N/C1=C/c1ccco1,5,-0.3,-12,10,-15,3,-6,7,3,5
CCN(CC)CCNC(=O)c1ccc(N2CCCCC2)c(NS(=O)(=O)c2ccc(C)cc2)c1,1,1.1,3,-8,0,-3,-2,5,2,8
Cc1c(NC(=O)c2ccc(Br)o2)c(=O)n(-c2ccccc2)n1C,1,-0.2,-4,-4,-1,4,6,-2,-9,5
COCCNC(=O)CN(C(=O)CCC(=O)Nc1ccccn1)c1ccc(F)c(Cl)c1,2,0.1,1,2,1,2,-1,-2,8,-1
COc1ccc(CCN2CC(C(=O)NCCc3ccc(C(F)(F)F)cc3)CCC2=O)cc1 (configuration not stated),8,-0.1,-1,1,-5,-7,-3,-11,-11,0
COC(=O)C[C@H]1CC[C@@H](NC(=O)Nc2c(C)noc2C)[C@@H](CO)O1,-1,-0.2,0,2,4,0,9,5,-4,0
COc1cc(C(c2c(NC(=O)c3ccco3)sc(C)c2C)N2CCOCC2)cc(OC)c1OC (configuration not stated),4,0.2,-25,-8,-27,5,-5,-3,8,2
CC/C(=N\NC(=O)Nc1ccccc1)c1ccccc1,5,0.0,0,0,-3,10,-3,1,-2,1
CCS(=O)(=O)c1ccc2oc(SCC(=O)c3c(N)n(C4CC4)c(=O)[nH]c3=O)nc2c1,4,-0.6,0,-10,-4,16,7,-1,5,1
COc1ccc(OC)c2[nH]c(=O)c(CCNC(C)=O)cc12,-3,0.3,-63,0,-81,6,0,2,4,-1
CCN(CC)CCN(C(=O)/C=C/c1cccs1)c1nc2ccc(Cl)cc2s1,0,-20,-5,10,-16,0,4,6,8,3
Clc1cccc(CN2CCCCCCC2)c1Cl,-2,0.6,3,18,3,5,-5,3,10,-1
C[C@H](O)[C@@H]1C(=O)N2CCc3ccc(N4CCN(C)CC4)cc3[C@@H]2C[C@@H]1N(C)C(=O)c1ccco1,4,1.3,-24,-5,-39,0,1,-5,-16,0
Cc1cc(=O)n2[nH]c(-c3ccccc3)cc2n1,-5,-3.0,2,-3,-6,1,4,-5,0,0
COc1ccccc1[C@@H]1C(c2ccccc2)=NN(c2ccccc2)[C@H]1C(=O)N1CCOC1=O,7,-35,-450,8,i,-10,4,0,-8,0
COc1ccc(C)cc1NC(=O)C(OC(=O)CNC(=O)c1ccc(Br)cc1)c1ccccc1 (configuration not stated),0,0.3,5,10,9,-1,2,1,-7,5
Cc1cc(C)n(CCCNC(=O)CN(C)S(=O)(=O)c2ccc(Cl)cc2)n1,3,-0.5,0,0,-2,1,1,12,-3,1
O=C1NC[C@H](CCCCN2C[C@H](Cc3ccc(O)cc3)N(Cc3ccccc3)C(=O)C2=O)N(Cc2ccccc2)C1=O,-3,0.0,0,4,0,-6,2,-7,-4,1
Cc1csc(NC(=O)c2cc(C)nc3ccccc23)n1,7,-0.4,-1,13,-1,-2,-5,-5,-6,-2
COC(c1ccc(Cl)cc1)(c1ccc(Cl)cc1)C(Oc1nccc(C)n1)C(=O)O (configuration not stated),-5,-0.2,2,9,0,-6,5,0,4,0
C=CCn1c(SC(CCO)C(=O)NCc2ccco2)nc2sc3c(c2c1=O)CCC3 (configuration not stated),4,0.0,-3,-1,0,-3,5,0,-10,0
Cn1c(=O)c2[nH]c(SCc3cccnc3)nc2n(C)c1=S,-2,-0.3,3,3,4,1,5,-3,4,0
CC(=O)c1cccc(NC(=O)CSc2nnc(-c3ccc(S(=O)(=O)N4CCCC4)cc3)o2)c1,-4,0.1,1,0,4,1,0,8,5,0
Cc1c(C(=O)N/N=C/c2cccs2)nnn1-c1nonc1N,-2,0.0,12*,-3,2,2,-2,1,-2,-1
CCOC(=O)c1cnn(Cc2cccc(Cl)c2)c1C,-2,-0.3,0,0,0,-5,4,0,3,4
CCOC(=O)C1CC(C)=C(C)CC1C(=O)O (configuration not stated),-1,0.2,4,14,-2,2,-4,-3,-15,2
